rTrxR1 inhibitor: rat TrxR1 inhibition; O89049; recombinant rTrxR1, NADPH fluorescence consumption, selenite substrate; Potency, µM (titrated, usually from 114 µM), for the others: at the highest dose activity change, negative = inhibition, hits mostly inhibitors; hit rate 1% among 390,000; AID 588453; note: nearly all actives have a fitted effect of over 65% in size
Target sequence (O89049 whole entry, looked up): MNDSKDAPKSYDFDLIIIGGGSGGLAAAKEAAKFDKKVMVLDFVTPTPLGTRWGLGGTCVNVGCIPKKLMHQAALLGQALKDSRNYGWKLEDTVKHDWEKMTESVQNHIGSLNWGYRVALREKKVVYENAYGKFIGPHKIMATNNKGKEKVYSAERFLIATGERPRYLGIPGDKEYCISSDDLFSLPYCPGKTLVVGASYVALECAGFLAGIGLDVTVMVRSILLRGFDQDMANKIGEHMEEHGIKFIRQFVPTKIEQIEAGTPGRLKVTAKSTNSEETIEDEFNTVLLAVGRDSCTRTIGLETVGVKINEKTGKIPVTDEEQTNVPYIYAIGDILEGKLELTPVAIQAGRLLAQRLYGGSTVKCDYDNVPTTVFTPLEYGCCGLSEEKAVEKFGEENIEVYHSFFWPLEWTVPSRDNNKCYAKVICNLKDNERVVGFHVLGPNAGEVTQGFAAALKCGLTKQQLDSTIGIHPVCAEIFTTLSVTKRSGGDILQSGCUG
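Rat TrxR1 (90 nM in the dispensed reagent) was pre-reduced with 400 uM NADPH for 5 min at room temperature, then incubated with compound for 15 min. After 400 uM selenite was added, NADPH fluorescence (Ex 340/Em 450 nm) was followed for 8 min.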
TrxR1 substrate: rat thioredoxin reductase 1 substrate activity | hit rate 0.01% among 390,000 | purified TrxR1 substrate turnover, NADPH consumption readout | O89049 | Potency, µM (doses to about 114 µM), without a hit: top-dose activity change, negative = substrate turnover; note: nearly all actives have a fitted effect of over 50% in size
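Rat TrxR1, dispensed at 90 nM, was prereduced with 400 uM NADPH (final) for 5 min at ~22 deg C, then incubated with compound 15 min before 400 uM selenite. A first-read NADPH fluorescence drop versus no-compound background flagged substrates.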
Numbers without * were called inactive; ? = inconclusive; & = joins results of further samples; [ ] = another dose, or the depositor's remark. Calls come from the whole dose curve; as a rule, active = well fitted inhibition curve with a large enough effect; inconclusive = small, poorly fitted or top-dose-only effect; inactive = no such curve, though single readings can be large or run the other way. % is set by controls: 0 for no effect and ±100 for the full control effect; potency is the fitted concentration of half-maximal effect.

Preview (four entries):
Value order: TrxR1 substrate	rTrxR1 inhibitor
- Cc1ccc(SCC(CC(C)C)N2CCN(C)CCC2=O)cc1 (stereo unspecified)
→ -3%	-10%
- C[N+]1(CC(=O)c2ccc(Oc3ccc(C(=O)C[N+]4(C)CCOCC4)cc3)cc2)CCOCC1
→ 9%	-23%
- Clc1ccc2nc[nH]c2c1
→ 7%[57.1 µM]	?
- CC1CCc2nc(-c3cc4c(ccc5ccccc54)oc3=O)sc2C1 (stereo unspecified)
→ 22%	22%

The listing (from the top)
Value order: TrxR1 substrate	rTrxR1 inhibitor
- Cc1ccc(SCC(CC(C)C)N2CCN(C)CCC2=O)cc1 (stereo unspecified)
→ -3%	-10%
- C[N+]1(CC(=O)c2ccc(Oc3ccc(C(=O)C[N+]4(C)CCOCC4)cc3)cc2)CCOCC1
→ 9%	-23%
- Clc1ccc2nc[nH]c2c1
→ 7%[57.1 µM]	?
- CC1CCc2nc(-c3cc4c(ccc5ccccc54)oc3=O)sc2C1 (stereo unspecified)
→ 22%	22%
- CN(C)c1ccc(/C=C/c2ccnc3ccc([N+](=O)[O-])cc23)cc1
→ 12%	-14%
- CNc1ccc(/C=C/c2ccccc2)cc1
→ 9%	-9%
- CN(C)Cc1cn(-c2ccccc2)nc1-c1ccccc1
→ 4%	14%
- O=C1c2ccccc2NC(c2ccccc2O)N1Cc1ccco1 (stereo unspecified)
→ 93%[activator]	15%
- Cc1cc(/C=C/c2ccccc2)nc2ccccc12
→ 5%	3%
- O=C(C[n+]1csc2ccccc21)c1cccc([N+](=O)[O-])c1
→ 2%	20%
- CC/C(=C/c1ccccc1)c1cc(Oc2ccccc2)cc2oc3ccccc3c12
→ 59%[activator]	-25%
- CSc1ccc(/C=C2\C=Cc3cc([N+](=O)[O-])ccc32)cc1
→ -9%	?
- CC(Oc1ccccc1)C(=O)N[C@@H]1C(=O)N2C(C(=O)OCC3CCCCC3)C(C)(C)S[C@H]12 (stereo partly specified)
→ 1%	-12%
- CC1Cc2ccccc2C[N+]1(C)CC(=O)c1ccc(I)cc1 (stereo unspecified)
→ -3%	-8%
- COc1ccc(CCn2c3c(c(=O)[nH]c2=S)CN(C)CN3)cc1OC
→ 3%	-27%

New compounds follow.
Value order: TrxR1 substrate	rTrxR1 inhibitor
- CN(C(=O)COC(=O)c1ccccc1OCC(=O)Nc1ccc(Br)cc1)c1ccccc1
→ 6%	30%
- CCCCc1oc2ccccc2c1C(=O)c1cc(I)c(N(CC)CCOCC)c(I)c1
→ 3%	12%
- C[N+]1(CC(=O)c2ccc(O)c(O)c2)CCOCC1
→ -13%	-16%
- O=C(C[n+]1ccccc1Cl)c1ccc(Br)cc1
→ 1%	-15%
- C[C@@H]1[C@H](c2ccccc2)OCCS(=O)(=O)N1Cc1ccccc1F
→ -6%	12%
- CN(C)c1ccc(/C=C/c2ccnc3ccccc23)cc1N
→ -13%	-22%
- Cc1ccc(C)c2c(C)ccnc12
→ 61%[activator]	64%[activator]
- O=C(OCc1ccccc1)N1CCN(/[N+]([O-])=N/Oc2ccc([N+](=O)[O-])cc2[N+](=O)[O-])CC1
→ 5%[0.457 µM]	?
- Cc1cc(/C=C/c2nc3ccccc3s2)ccc1N(C)C
→ -6%	3%
- COc1ccc(CN(Cc2ccccc2)C(=O)C2CC2)cc1COc1ccc(NC(C)=O)cc1
→ -16%	-21%
- CC(=O)NC(Cc1ccc(Cl)cc1)C(=O)NCC(N)C(=O)c1ccccc1 (stereo unspecified)
→ -5%	-1%
- COC(=O)C(NS(=O)(=O)CCl)C(C)C (stereo unspecified)
→ 5%	11%
- Brc1ccc(C=C2C=c3ccccc3=C2)cc1
→ -3%	35µM*
- O=c1[nH]cc(C#Cc2ccccc2)c2ncncc12
→ -1%	-2%
- S=Cc1ccc(/C=C/c2ccnc3ccccc23)cc1
→ -3%	6%

Next part
Value order: TrxR1 substrate	rTrxR1 inhibitor
- COc1ccc(CN(Cc2ccccc2)C(=O)Nc2ccccc2)cc1COc1ccc(NC(C)=O)cc1
→ -7%	-16%
- Cc1ccc(-c2[nH]ncc2CNCc2ccccc2)cc1
→ -1%	13%
- Nc1nc(=S)c2n[nH]nc2[nH]1
→ -5%&0%	-20%&-16%
- Cc1cccc(-n2c(C)nnc2SCC(=O)NC(C)c2ccco2)c1 (stereo unspecified)
→ 9%	10%
- Cc1ccc2oc(-c3ccc(C)c(NC(=O)COc4ccc(Cl)cc4)c3)nc2c1
→ 6%	15%
- CC1(C)Nc2cccc3c(N=Nc4ccc(N=Nc5ccccc5)c5ccccc45)ccc(c23)N1
→ -2%	3%
- CCCCOc1ccc(CC(=O)N(C)O)cc1
→ 7%	13%
- O=c1[nH]c(SCc2ccccc2)ncc1S(=O)(=O)c1ccccc1
→ 0%	9%
- ICC[n+]1csc2ccccc21
→ 7%[0.0914 µM]	-7%
- C(=Nc1ccc(/C=C/c2ccnc3ccccc23)cc1)Nc1ccc(/C=C/c2ccnc3ccccc23)cc1
→ -7%	-1%
- CCCCCCOc1ccc(CC(=O)O)cc1
→ -1%	1%
- O=C(CNC(=O)c1ccccc1)NCC(=O)OCC(=O)c1ccc2ccccc2c1
→ 24%[0.0914 µM]	26%
- CS(=O)(=O)c1ccc(/C=C2\C=Cc3ccccc32)cc1
→ -10%	-27%
- OB(O)c1cc2ccccc2o1
→ 5%	3%
- CC(=O)NC(Cc1ccc([N+](=O)[O-])cc1)C(=O)NCC(N)C(=O)c1ccccc1 (stereo unspecified)
→ 1%	4%

Reprinted at random: 2 entries already listed, in no set order.
Value order: TrxR1 substrate	rTrxR1 inhibitor
- O=C(CNC(=O)c1ccccc1)NCC(=O)OCC(=O)c1ccc2ccccc2c1
→ 24%[0.0914 µM]	26%
- O=c1[nH]c(SCc2ccccc2)ncc1S(=O)(=O)c1ccccc1
→ 0%	9%

Full records, looked up by structure. Screens in order: TrxR1 substrate	rTrxR1 inhibitor
Shown for CCCCOc1ccc(CC(=O)N(C)O)cc1 → 7%	13%
Shown for OB(O)c1cc2ccccc2o1 → 5%	3%
Shown for Cc1ccc(-c2[nH]ncc2CNCc2ccccc2)cc1 → -1%	13%
Shown for CS(=O)(=O)c1ccc(/C=C2\C=Cc3ccccc32)cc1 → -10%	-27%
Shown for Nc1nc(=S)c2n[nH]nc2[nH]1 → -5%&0%	-20%&-16%

Other records
Value order: TrxR1 substrate	rTrxR1 inhibitor
- COc1ccc(CCNc2ncnc3nc[nH]c23)cc1
→ 7%	11%
- CCCCOc1ccc(C(N)=O)cc1
→ 5%	16%
- Cc1[nH]c2ccccc2c1C(=O)C(C)Sc1nc2ccccc2c(=O)n1Cc1cccnc1 (stereo unspecified)
→ 4%	13%
- COc1ccc(C(CCN2CCCC(C)C2)c2c(O)cc(OC)cc2OC)cc1 (stereo unspecified)
→ -7%	-3%
- N#Cc1ccc(S(=O)(=O)N2CCN(c3nc(-c4cccs4)nc4ccccc34)CC2)cc1
→ 18%	16%
- C[C@@H]1[C@H](c2ccccc2)OCCS(=O)(=O)N1Cc1ccc(Cl)cc1
→ 4%	25%
- Cc1ccc(SCC(Cc2ccccc2)N2CCN(C)CCC2=O)cc1 (stereo unspecified)
→ -1%	?
- C[C@@H]1[C@H](c2ccccc2)OCCS(=O)(=O)N1Cc1cccc(C(F)(F)F)c1
→ -3%	18%
- O=C(C[n+]1cccc(Br)c1)c1ccc(O)c(O)c1
→ -17%	-14%
- CN(C)c1ccc(/C=C2\C=Cc3ccccc32)cc1
→ -5%	-15%
- O=C(c1cccc2ccccc12)N1CCN(S(=O)(=O)c2ccccc2)CC1
→ 1%	14%
- CN(C)c1cc(N2CCOCC2)nc(C#N)n1
→ -2%	-2%
- O=C(C[n+]1cc(Br)cc(Br)c1)c1ccc2c(c1)CCCC2
→ 3%[0.0914 µM]	-21%
- C(=C\c1ccnc2ccccc12)/c1ccc(-[n+]2cc[n+](-c3ccc(/C=C/c4ccnc5ccccc45)cc3)cc2)cc1
→ -15%	-16%
- COc1cc(S(=O)(=O)O)c(C)cc1N=Nc1c(O)ccc2cc(S(=O)(=O)O)ccc12
→ -10%	-3%

Next records follow:
Value order: TrxR1 substrate	rTrxR1 inhibitor
- CC(C)(C)C(=O)Nc1ccc2c(c1)C(=O)C(=O)c1ccccc1-2
→ 3.2µM*	6.3µM*
- COc1ccc(C2CC(c3ccccc3)Oc3cc(OC)ccc32)cc1 (stereo unspecified)
→ -5%&-10%	-14%&-11%
- CC(C)(C)n1ncc2c(=O)n(Cc3ccc(F)cc3Cl)cnc21
→ 1%	2%
- COc1ccc(C2Nc3ccc(NC(C)=O)cc3C(=O)N2Cc2ccccc2)cc1COc1ccc(NC(C)=O)cc1 (stereo unspecified)
→ 34%[activator]	0%
- O=C(c1cc(Br)ccc1O)N(Cc1ccco1)Cc1cccs1
→ 13%	?
- CN(C)c1ccc(/C=C/c2cc(N(C)C)nc3ccccc23)cc1
→ -4%	17%
- COc1cc2c(NC3CCN(C)CC3)nc(N3CCCN(C)CC3)nc2cc1OCCCN1CCCCC1
→ 61%[activator]	-9%
- CCNc1nc(N2CCCN(C)CC2)nc2cc(OC)c(OC)cc12
→ 31%[activator]	-26%
- C=C1CCN(C(CC(C)C)C(=O)Nc2ccc(OC)cc2)S(=O)(=O)c2ccccc21 (stereo unspecified)
→ -8%	12%
- COCO[C@H]([C@@H](C)C=C(Br)Br)[C@@H](C)COCc1ccc(OC)cc1
→ 2%	13%
- C[n+]1c(/C=C/c2ccc(F)cc2)ccc2ccccc21
→ -13%	?
- O=C(NCC1CC1)c1ccc2nc(-c3ccoc3)c(-c3ccoc3)nc2c1
→ 7%[0.0914 µM]	0%
- CN(C)c1ccc(/C=C/c2sc3ccccc3[n+]2CCCCI)cc1
→ -10%	?
- CN(C)c1ccc(/C=C/c2c(Br)cnc3ccccc23)cc1
→ 0%	0%
- CN(C)c1ccc(CCc2ccnc3ccccc23)cc1
→ -4%	15%

Taken from above:
CC1Cc2ccccc2C[N+]1(C)CC(=O)c1ccc(I)cc1 (stereo unspecified) in rTrxR1 inhibitor: -8%
O=C1c2ccccc2NC(c2ccccc2O)N1Cc1ccco1 (stereo unspecified) in TrxR1 substrate: 93%[activator]
Clc1ccc2nc[nH]c2c1 in TrxR1 substrate: 7%[57.1 µM]
O=c1[nH]c(SCc2ccccc2)ncc1S(=O)(=O)c1ccccc1 in TrxR1 substrate: 0%
O=C(C[n+]1cc(Br)cc(Br)c1)c1ccc2c(c1)CCCC2 in TrxR1 substrate: 3%[0.0914 µM]
CN(C)c1ccc(/C=C/c2cc(N(C)C)nc3ccccc23)cc1 in TrxR1 substrate: -4%
CCCCOc1ccc(C(N)=O)cc1 in rTrxR1 inhibitor: 16%

Carrying on.
Value order: TrxR1 substrate	rTrxR1 inhibitor
- O=C(Nc1cc(C(=O)Nc2ccc(S(=O)(=O)O)cc2S(=O)(=O)O)cc(C(=O)Nc2ccc(S(=O)(=O)O)cc2S(=O)(=O)O)c1)Nc1cc(C(=O)Nc2ccc(S(=O)(=O)O)cc2S(=O)(=O)O)cc(C(=O)Nc2ccc(S(=O)(=O)O)cc2S(=O)(=O)O)c1
→ -4%	-8%&-15%
- CN(C)c1ccc(/C=C/c2ncnc3ccccc23)cc1
→ -10%	-11%
- CO[C@H]1C[C@@H]2CC[C@@H](C)[C@@](O)(O2)C(=O)C(=O)N2CCCC[C@H]2C(=O)O[C@H]([C@H](C)C[C@@H]2CC[C@@H](O)[C@H](OC)C2)CC(=O)[C@H](C)/C=C(/C)[C@@H](O)[C@@H](OC)C(=O)[C@H](C)C[C@H](C)C=C/C=C\C=C/1C
→ -8%	?
- COc1cc(/C=C/c2ccnc3ccccc23)ccc1N(C)C
→ -8%	-9%
- Cc1ccc(S(=O)(=O)N2CCN(c3nc(-c4cscn4)nc4ccccc34)CC2)cc1
→ 5%	-3%

Not all compounds are listed; rates above refer to the full screens.
